Compound activity: PubChem BioAssay, NMMLSC
Myeloid diff MLP: compounds promoting myeloid differentiation; AID 624256; calls only at 10 µM; 360,000 compounds, 1% hits; ER-HoxA9 myeloid progenitors, lysozyme-GFP differentiation, flow cytometry;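 active = normalized GFP-positive differentiation at or above the plate's own cutoff, the solvent-only control mean plus 3 SD; inconclusive = no clear call, values can overlap the other calls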;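 note: cells exposed to compound for four days before flow analysis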
T cell modulator: T cell immune modulators affecting CD8 T cell-vesicle binding; 2C CD8+ T cell-vesicle binding, flow cytometry; hits give low values; calls only at 7 µM; 330,000 compounds, 0.068% hits;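 active = response, share of CD8 T cells binding vesicles, and their 90th percentile fluorescence all below set limits, cut at about 80% in these data, passing the limit was not always enough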
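incubation = binding step 1.5 h, 37 °C, antibody labelling 20 min, ice | test system = 2C mouse CD8+ T cells | read-out basis = percent CD8+ FL2 mean versus row control | controls = Peptide-free naked vesicles (low) and QL9 vesicles with 0.7% DMSO vehicle (high) | detection = flow cytometry of vesicle-bound cells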
T cell modulator vesicle-bound %: further read-out of T cell modulator, marked with its call; double positive events, %; measured here: CD8+ vesicle-bound cell fraction;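 binding gate set so that unloaded-vesicle control wells show 10% double positive cells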
Myeloid diff MLP GFP+ MAC1+ %: further read-out of Myeloid diff MLP, marked with its call; GFP+ MAC1+ double positive, %; measured here: differentiation confirmed by MAC1 staining
* hit, by the source's call; i = inactive; u = inconclusive; x = not tested or not shown; + = active, no number; & = joins results of further samples. These rows are one share of the data (hit frequency here may not be typical).

SMILES | Myeloid diff MLP | Myeloid diff MLP GFP+ MAC1+ % | T cell modulator | T cell modulator vesicle-bound %
COc1cccc(-c2sc3ccc(OC)cc3c2C#CCC(C)O)c1 (configuration not stated) | i | 0.8 | i | 33
c1ccc(NC2=NCCN2CCCC2CCCCC2)cc1 | i | 0.9 | i | 34
O=C(COC(=O)c1ccccc1Br)NCc1cccs1 | i | 0.5 | i | 48
COC(=O)c1c(NC(=O)c2cccc(S(=O)(=O)N3CCN(C)CC3)c2)sc(C)c1C | i | 1.4 | i | 14
CCOC(=O)c1nn(-c2ccccc2Cl)c(=O)cc1OCC(=O)Nc1cccc(OC)c1 | i | 0.8 | i | 44
O=C(NCC(=O)N1CCN(c2cccc(Cl)c2)CC1)c1ccc(Br)o1 | i | 0.7 | i | 24
Cc1cc(F)ccc1S(=O)(=O)Nc1ccc(C(=O)N(C)Cc2ccco2)cc1 | i | 1.0 | i | 27
C[C@@]12CCC3[C@@](CCC4[C@@]3(C)CCC[C@@]4(C)C(=O)N3CCCCC3)(CC1=O)C2 (some centres not stated) | i | 1.9 | i | 40
COC(=O)c1[nH]nc(-c2ccccc2)c1-c1ccccc1 | i | 0.2 | i | 29
Cc1cnc(C(=O)N2CCN(S(=O)(=O)c3cccc(Br)c3)CC2)cn1 | i | 0.8 | i | 42
Cc1ccc(NC(=O)CCc2ccccc2)cc1S(=O)(=O)N1CCOCC1 | i | 0.5 | i | 45
Cc1cc(C)c(NC(=O)CCc2c(C)noc2C)c(C)c1 | i | 0.7 | i | 31
CCN(CC(=O)NCc1cccs1)C(=O)/C=C/c1ccc(OC)c(OC)c1 | i | 1.7 | i | 31
O=C(Nc1ncccn1)c1ccc([N+](=O)[O-])cc1[N+](=O)[O-] | i | 0.4 | i | 54
CCN(c1ccccc1)S(=O)(=O)c1ccc(C(=O)NCC(=O)Nc2ccc(F)c(F)c2F)cc1 | i | 0.8 | i | 42
CCN1CCN(c2ccc(S(=O)(=O)N3CCCCC3)cc2NC(=O)c2cccc(OC(F)F)c2)CC1 | i | 0.9 | i | 52
Cn1c2ccccc2c(=O)c2ccc(NCCc3cccs3)cc21 | + | 1.2* | i | 10
CCCCn1c(N)c(N(CC(C)C)C(=O)C2CCN(c3ncnc4sc(C)c(C)c34)CC2)c(=O)[nH]c1=O | i | 1.0 | i | 42
Cc1ccccc1-c1nnn(Cc2cccc(S(=O)(=O)N3CCOCC3)c2)n1 | i | 0.4 | i | 22
O=C(NCCc1ccccc1)C1CCN(C(=O)Nc2ccccc2)CC1 | i | 0.4 | i | 44
CCCCNc1c(-c2ccc(-c3ccc(OC)cc3)c(OC)c2)nc2ccccn12 | i | 0.0 | i | 4
COc1cc(OC)cc(-c2c(C#Cc3ccsc3)c3cc(Br)ccc3n2C)c1 | i | 0.6 | i | 38
CC1(C)Oc2ccc3ccc(=O)oc3c2[C@H](O)[C@H]1O | i | 0.8 | i | 13
CCN(C[C@H]1N[C@@](Cc2ccccc2)(C(=O)OC)[C@H]2C(=O)N(C)C(=O)[C@@H]12)C(=O)c1ccccc1 | i | 0.4 | i | 9
CCOC(=O)Cc1csc(SCC(=O)NC2CCS(=O)(=O)C2)n1 (configuration not stated) | i | 1.3 | i | 32

More results follow.
SMILES | Myeloid diff MLP | Myeloid diff MLP GFP+ MAC1+ % | T cell modulator | T cell modulator vesicle-bound %
C#CCOCCOCCOCCNc1nc(N2CCN(C(=O)[C@H](CCC(=O)O)n3cc(CN)nn3)CC2)nc(N2CCN(C(=O)[C@H](CCC(=O)O)n3cc([C@@H](N)[C@H](C)CC)nn3)CC2)n1 | i | 1.0 | i | 16
CCOC(=O)C1=C(COC(=O)CCOc2ccccc2)NC(=O)NC1C (configuration not stated) | i | 1.7 | i | 21
CN(C)N1C(=O)/C(=C/c2ccco2)SC1=Nc1ccccc1 | i | 0.9 | i | 32
CC(=O)c1ccc(NC(=O)C2CCCN2S(=O)(=O)c2cccs2)cc1 (configuration not stated) | i | 0.9 | i | 49
CCOC(=O)C1CCCN(S(=O)(=O)c2ccc(S(=O)(=O)N3CCCC3)cc2)C1 (configuration not stated) | i | 2.2 | i | 8
Cc1ccc(NC(=O)c2c(F)cccc2Cl)cc1S(=O)(=O)N1CCOCC1 | i | 0.1 | i | 44
Cc1ccc(C(=O)NNC(=O)c2cc(C)nc3ccccc23)cc1 | i | 0.8 | i | 36
Cc1ccc(S(=O)(=O)N(C)CC(=O)NNC(=O)Cc2cccc(F)c2)cc1 | i | 0.6 | i | 28
COc1ccccc1NS(=O)(=O)c1cccc(C(=O)N2CCCCCCC2)c1 | i | 0.9 | i | 34
COc1ccc([C@H]2CC(=O)C=C(c3ccc(C)c([N+](=O)[O-])c3)C2)cc1 | i | 0.1 | i | 29
CC(=O)Oc1cccc(/C=N\NC(=O)C(=O)N/N=C/c2cccc(OC(C)=O)c2)c1 | i | 0.6 | i | 64
CCOc1ccccc1C(=O)Nc1cccc(-c2ccc(N3CCOCC3)nn2)c1 | i | 1.8 | i | 52
CC(C)(C)c1ccc(C(=O)NCC(=O)OCCN2C(=O)c3ccccc3C2=O)cc1 | i | 1.2 | i | 36
O=C(CCOc1ccccc1)N1CCN(S(=O)(=O)c2ccccc2F)CC1 | i | 0.3 | i | 44
CSc1ncccc1C(=O)OCC(=O)Nc1nc(C)c(Cl)cc1Cl | i | 0.7 | i | 50
CCCCNc1c(-c2ccc(OC)c(SC(C)CC)c2)nc2cc(C)ccn12 (configuration not stated) | i | 0.7&0.7 | i | 2
CC1CCCCN1CC(=O)Nc1ccc2c(c1)OCO2 (configuration not stated) | i | 0.4 | i | 23
Cc1cc(Cl)cc(C)c1OCC(=O)NC1CCCCCC1 | i | 1.5 | i | 31
CC[C@H]1CN2CCc3cc(OC)c(OC)cc3C2C[C@@H]1C[C@H]1NCCc2cc(OC)c(OC)cc21 (some centres not stated) | u | x | i | 15
C=CC[C@@H](CC(=O)N[C@@H](CO)Cc1ccccc1)C(=O)N[C@H](COC(=O)[C@H](CC=C)CC(=O)OC(C)(C)C)Cc1c[nH]c2ccccc12 | i | 2.3 | i | 18
COc1ccc(NC(=O)Nc2ccc3c(c2)C(=O)N([C@H](C)CO)C[C@H](C)[C@@H](CN(C)S(=O)(=O)c2ccc(F)cc2)O3)cc1 | i | 0.3 | i | 17
O=C(Nc1ccccc1N1CCOCC1)c1cccc(S(=O)(=O)Nc2ccccc2F)c1 | i | 0.3 | i | 30
CC(OC(=O)Cn1cnc2c1c(=O)n(C)c(=O)n2C)C(=O)Nc1ccc(Cl)cc1 (configuration not stated) | i | 0.6 | i | 36
Cn1nc(C(=O)NC2CCC(O)CC2)c2ccccc2c1=O (configuration not stated) | i | 1.2 | i | 23
Cc1nc2ccc(NS(=O)(=O)c3ccc(F)c(F)c3F)cc2s1 | i | 1.0 | i | 50

Next part
SMILES | Myeloid diff MLP | Myeloid diff MLP GFP+ MAC1+ % | T cell modulator | T cell modulator vesicle-bound %
O=C(CN1c2cccc3cccc(c23)S1(=O)=O)N1CCCCC1 | i | 0.6 | i | 29
Cc1cc(C(=O)CCC(=O)N2CCN(c3ccccc3O)CC2)c(C)s1 | i | 0.8 | i | 35
COc1cccc(CN(C)C(=O)CCN=C2NS(=O)(=O)c3ccccc32)c1 | i | 0.2 | i | 36
COc1cccc(CN(C)C(=O)c2cccc(S(=O)(=O)NCc3ccccc3)c2)c1OC | i | 0.9 | i | 57
CC(=O)C[C@H](O)CC(=O)[C@H]1OC(=O)[C@H](C)CCCCc2ccccc21 | i | 1.1 | i | 8
CC(Nc1ccc2ccccc2c1)C(=O)N/N=C/c1ccncc1 (configuration not stated) | i | 1.5 | i | 51
O=C(/C=C/c1ccc(S(=O)(=O)N2CCOCC2)cc1)NCc1ccccc1F | i | 0.4 | i | 35
Cc1ccc(C)c(S(=O)(=O)N2CCC3(CC2)OCCN3S(=O)(=O)c2cccs2)c1 | i | 0.8 | i | 55
Cc1ccccc1NC(=O)COC(=O)c1cccc(S(=O)(=O)N2CCCCC2)c1 | i | 0.5 | i | 38
COc1ccc(S(=O)(=O)N2CCN(CC(O)CN3CCOCC3)CC2)cc1 (configuration not stated) | i | 0.3 | i | 32
CCCN(CC(=O)Nc1ccc(F)c(F)c1F)C(=O)c1cc([N+](=O)[O-])ccc1N1CCOCC1 | i | 0.4 | i | 59
O=C(NCC(c1ccco1)N1CCN(c2ccc(F)cc2)CC1)c1ccco1 (configuration not stated) | i | 1.0 | i | 41
O=C(COC(=O)c1ccccc1)NC1CCCCCC1 | i | 0.9 | i | 7
Cc1cccc(C)c1NC(=O)CN(C)C(=O)CC1OC(=O)c2ccccc21 (configuration not stated) | i | 1.2 | i | 39
Cc1noc(C)c1CSCC(=O)Nc1cc(C(F)(F)F)ccc1N1CCOCC1 | i | 0.9 | i | 40
O=C(c1ccc([N+](=O)[O-])cc1)N1CCc2ccccc21 | i | 0.4 | i | 51
COCc1cccc(C2=CC(=O)C[C@H](c3ccc(OC)cc3)C2)c1 | i | 2.2 | i | 38
Cc1noc(C)c1C(=O)Nc1cccc(S(=O)(=O)N2CCOCC2)c1 | i | 1.4 | i | 32
Cc1ccc(C(=O)NNC(=O)COc2ccc(Cl)cc2C)o1 | i | 1.3 | i | 34
CC(C)(C)N(Cc1ccccc1)C(=O)COC(=O)C1CCN(c2ccc(C(F)(F)F)cn2)CC1 | i | 1.0 | i | 8
[O-][n+]1c2ccccc2cc2ccccc21 | i | 1.8 | i | 41
COc1cccc(/C=C/C(=O)NNC(=O)c2cc(C)oc2C)c1 | i | 1.1 | i | 45
C[C@@H]1CN([C@@H](C)CO)C(=O)c2cc(NS(=O)(=O)c3cccs3)ccc2O[C@H]1CN(C)Cc1ccc(C(F)(F)F)cc1 | i | 1.7 | i | 7
CN(CC(=O)Nc1ccc(F)cc1)C(=O)c1cc(-c2ccco2)nc2ccccc12 | i | 0.8 | i | 32
O=C(Nc1cc(Cl)ccc1N1CCOCC1)C1CC1 | i | 0.4 | i | 29

Next structures follow.
SMILES | Myeloid diff MLP | Myeloid diff MLP GFP+ MAC1+ % | T cell modulator | T cell modulator vesicle-bound %
NS(=O)(=O)c1cccc(NC(=O)COC(=O)Cn2cc(C(F)(F)F)ccc2=O)c1 | i | 0.1 | i | 38
C#CCOCCOCCOCCNc1nc(N2CCN(C(=O)[C@H](CCCCN)n3cc(CN)nn3)CC2)nc(N2CCN(C(=O)[C@H](CCC(=O)O)n3cc([C@@H](N)CCSC)nn3)CC2)n1 | i | 1.0 | i | 7
CN(CC(=O)Nc1ccccc1Br)C(=O)c1cc([N+](=O)[O-])ccc1N1CCOCC1 | i | 0.6 | i | 16
Cc1ccccc1OCC(=O)Nc1ccc(C)c(S(=O)(=O)N2CCCCCC2)c1 | i | 1.0 | i | 37
CCC(C)Sc1ccc([C@H]2N[C@@](C)(C(=O)OC)[C@H]3C(=O)N(CC)C(=O)[C@@H]23)cc1 (some centres not stated) | i | 1.4 | i | 46
Cc1cccn2c(=O)nc(SCC(=O)NC3CCCC3)nc12 | i | 0.8 | i | 44
CCCCc1nnc(NC(=O)CCS(=O)(=O)c2ccc(C)cc2)s1 | i | 0.5 | i | 41
COc1cc(OC)cc(-c2c(C#Cc3ccsc3)c3cc(-c4ccc5c(c4)OCO5)ccc3n2C)c1 | i | 1.3 | i | 30
COc1ccccc1CNC(=O)COC(=O)c1cccc(S(=O)(=O)N2CCOCC2)c1 | i | 1.2 | i | 42
C=CC[C@@H](CC(=O)N(CCO)Cc1ccccc1)C(=O)NC[C@@H](OC(=O)[C@@H](CC=C)Cc1ccc(F)cc1)c1ccccc1 | i | 1.6 | i | 13
CC1CCCCN1C(=O)COC(=O)Cc1c[nH]c2ccccc12 (configuration not stated) | i | 1.4 | i | 26
CC(C)C1CC(C(=O)Nc2ccccc2)C(=O)O1 (configuration not stated) | i | 0.7 | i | 29

In another format: entries from further up
SMILES	Myeloid diff MLP	Myeloid diff MLP GFP+ MAC1+ %	T cell modulator	T cell modulator vesicle-bound %
COCc1cccc(C2=CC(=O)C[C@H](c3ccc(OC)cc3)C2)c1	i	2.2	i	38
Cc1noc(C)c1C(=O)Nc1cccc(S(=O)(=O)N2CCOCC2)c1	i	1.4	i	32
Cc1ccc(C(=O)NNC(=O)COc2ccc(Cl)cc2C)o1	i	1.3	i	34
CC(C)(C)N(Cc1ccccc1)C(=O)COC(=O)C1CCN(c2ccc(C(F)(F)F)cn2)CC1	i	1.0	i	8
[O-][n+]1c2ccccc2cc2ccccc21	i	1.8	i	41
COc1cccc(/C=C/C(=O)NNC(=O)c2cc(C)oc2C)c1	i	1.1	i	45
C[C@@H]1CN([C@@H](C)CO)C(=O)c2cc(NS(=O)(=O)c3cccs3)ccc2O[C@H]1CN(C)Cc1ccc(C(F)(F)F)cc1	i	1.7	i	7
CN(CC(=O)Nc1ccc(F)cc1)C(=O)c1cc(-c2ccco2)nc2ccccc12	i	0.8	i	32
O=C(Nc1cc(Cl)ccc1N1CCOCC1)C1CC1	i	0.4	i	29
NS(=O)(=O)c1cccc(NC(=O)COC(=O)Cn2cc(C(F)(F)F)ccc2=O)c1	i	0.1	i	38
C#CCOCCOCCOCCNc1nc(N2CCN(C(=O)[C@H](CCCCN)n3cc(CN)nn3)CC2)nc(N2CCN(C(=O)[C@H](CCC(=O)O)n3cc([C@@H](N)CCSC)nn3)CC2)n1	i	1.0	i	7
CN(CC(=O)Nc1ccccc1Br)C(=O)c1cc([N+](=O)[O-])ccc1N1CCOCC1	i	0.6	i	16
